Screens deposited in PubChem BioAssay by National Center for Advancing Translational Sciences (NCATS).
BCR signal inh – inhibitors of chronic active B-cell receptor signaling; ABC-DLBCL IkBa-CBG/CBR reporter, luminescence ratio, 4 h; Potency, µM (titrated, usually from 46.1 µM), without a hit: at the highest dose ratio change, negative = lower green/red ratio, most hits filed as inhibitors; 0.05% of 340,000 active; AID 493014; active = well fitted inhibition curve with a large enough effect in the signal ratio, with a control signal flat, not every such curve was filed as active; inconclusive = small, poorly fitted or top-dose-only effect, or effect the other way, or a change in a side signal; the % refers to the signal ratio;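 also: potency is read from the fitted curve at half-maximal effect; plate controls were basal doxycycline-induced cells for no effect and cells given 10 µM MG132 for full effect; MG132 reads +100%, hits lower the ratio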
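TMD8 ABC-DLBCL cells carrying doxycycline-inducible green luciferase fused to IkappaBalpha plus unfused red luciferase were exposed to compounds (up to 46 uM) for 4 hrs at 37C. Activity came from the overlap-corrected green/red luminescence ratio.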
Giardia kill – Giardia lamblia killing. Giardia lamblia trophozoite viability. activity change, % at 7.66 µM, hits read low. 0.15% of 340,000 active; in the data active = activity change below about -80%; inconclusive = between about -30% and that limit;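 also: parasites exposed to compound for two days anaerobically before the ATP read; % is scaled to controls: 0 for no effect and ±100 for the full control effect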
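Compounds were tested on trophozoites seeded at 100 cells/well and held 48 hrs at 37 deg C anaerobically. An ATP-based luminescent kit measured the remaining live cells.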
KCNH2 WT inh – KCNH2 (human, wildtype) channel inhibition | 0.37% of 340,000 active | Q12809 | activity change, % at 1.84 µM | U2OS, BacMam KCNH2, thallium flux FluxOr; hits give low values;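 active = maximum activity change below -70%; inconclusive = maximum activity change between -70% and -50%; inactive = maximum activity change above -50%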; also: % is scaled to controls: 0 for no effect and ±100 for the full control effect
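U2OS cells were transduced with wild-type KCNH2 virus (2.03 x 10^8 / mL) for 4 h at room temperature, then cultured overnight at 37 C. Thallium flux was read with FluxOr dye. Rate constants were normalized to DMSO controls.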
TSHR antag – blocks TSH signaling through the human TSH receptor; P16473; TSHR-expressing cells, TSH-stimulated cAMP HTRF, 2 h; hits give low values; activity change, negative = inhibition, % at 11.5 µM; 0.2% of 330,000 active;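 active = activity change below a set negative limit, meaning inhibition stronger than a set level, cut at about -70% in these data; inconclusive = activity change between two set negative limits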; also: % is scaled to controls: 0 for no effect and ±100 for the full control effect
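Freshly harvested TSHR cells receive pin-tooled compound, then EC80 TSH at 4nM final. After 2 hours at 37 deg C, antibody in lysis buffer and cAMP-d2 are added; 30 minutes at ambient temperature precede the HTRF read.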
A-T KAP1 phos – candidate therapy for ataxia-telangiectasia. Potency, µM (series often up to 57.5 µM), without a hit: at the highest dose activation, hits mostly activators. […] A-T fibroblasts, KAP-1 phosphorylation AlphaLISA; neocarzinostatin DNA damage 30 min before lysis. 0.19% of 320,000 active; also: potency is read from the fitted curve at half-maximal effect; % of control where 0% means no effect; nearly all actives have a fitted effect of over 45% in size
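ATM-like activity read as KAP-1 phosphorylation via AlphaLISA donor/acceptor antibody pairs after lysis and 6 hr at 25C. Cells were ATM-null patient fibroblasts ([…], hTERT), dosed 60 min, then exposed to the DSB inducer NCS for 30 min.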
MLL CXXC-DNA inh – inhibitors of human MLL CXXC domain-DNA interaction. MLL-CXXC / FITC-HOXA9 DNA fluorescence polarization. Potency, µM (titrated, usually from 115 µM), for inactives: at the top dose activity change, negative = inhibition, most hits filed as inhibitors. 0.037% of 290,000 active. AID 2662; active = well fitted inhibition curve with a large enough effect in the polarisation, with a control signal flat, not every such curve was filed as active; inconclusive = small, poorly fitted or top-dose-only effect, or effect the other way, or a change in a side signal; inactive = no such curve, though single readings can be large or run the other way; the % refers to the polarisation; also: potency is read from the fitted curve at half-maximal effect
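Fluorescence polarization: 7 uM MLL-CXXC (stock) preincubated 5 min with compounds, then 50 nM fluorescein-HOX-A9 DNA (stock) added; 30 min ambient. Buffer 50 mM Tris-HCl pH 7.5, 50 mM NaCl, 1 mM DTT, 0.05% BSA.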
GALK inhibitor – blocks human galactokinase activity. P51570. Purified GALK, Kinase-Glo residual ATP luminescence. Potency, µM (highest dose often 57.5 µM), without a hit: top-dose activity change, negative = inhibition, hits mostly inhibitors. 0.007% of 270,000 active; also: potency is read from the fitted curve at half-maximal effect; % is scaled to controls: 0 for no effect and ±100 for the full control effect
Target sequence (P51570 whole entry, looked up): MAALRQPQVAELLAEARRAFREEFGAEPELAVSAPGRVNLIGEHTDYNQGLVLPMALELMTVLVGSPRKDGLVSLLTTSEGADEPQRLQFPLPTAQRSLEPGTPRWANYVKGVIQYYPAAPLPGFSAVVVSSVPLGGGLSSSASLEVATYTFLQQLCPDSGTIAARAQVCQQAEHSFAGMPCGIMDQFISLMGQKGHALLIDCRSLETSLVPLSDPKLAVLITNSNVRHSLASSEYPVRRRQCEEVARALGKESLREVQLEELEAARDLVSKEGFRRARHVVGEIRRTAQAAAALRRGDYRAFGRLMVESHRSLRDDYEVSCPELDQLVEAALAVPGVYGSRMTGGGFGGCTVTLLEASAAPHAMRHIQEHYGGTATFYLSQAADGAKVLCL
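5 nM enzyme, 35 uM ATP, 100 uM galactose, 20 mM HEPES pH8.0, 5 mM MgCl2; 1 h RT; residual ATP by Kinase-Glo Plus luminescence, qHTS format.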
TCR activator – T cell receptor activation | primary human leukocytes, anti-CD3, IL-2 HTRF, 48 h | Potency, µM (series often up to 9.22 µM), for the others: at the top dose activation of IL-2 secretion, hits mostly activators | 330,000 tested, under 10 active | AID 504894; also: % of control where 0% means no effect
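Readout: HTRF IL-2, Eu-cryptate/d2 antibody pair, 320nm excitation, 665nm emission. Stimulus: a-CD3 beads, no co-stimulation. Cells: primary human leukocytes. Exposure: 48 hr with compound.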
Tb PFK block – inhibitors of T. brucei phosphofructokinase; O15648; T. brucei PFK, ADP-Glo luminescence; Potency, µM (doses to about 57.5 µM), inactives show top-dose activity, negative = inhibition, usual class: inhibitors; 0.17% of 330,000 active; AID 485367;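 also: potency is read from the fitted curve at half-maximal effect; 0% = uninhibited 1x PFK enzyme wells and -100% = no-enzyme wells; nearly all actives have a fitted effect of over 60% in size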
Target sequence (O15648 whole entry, looked up): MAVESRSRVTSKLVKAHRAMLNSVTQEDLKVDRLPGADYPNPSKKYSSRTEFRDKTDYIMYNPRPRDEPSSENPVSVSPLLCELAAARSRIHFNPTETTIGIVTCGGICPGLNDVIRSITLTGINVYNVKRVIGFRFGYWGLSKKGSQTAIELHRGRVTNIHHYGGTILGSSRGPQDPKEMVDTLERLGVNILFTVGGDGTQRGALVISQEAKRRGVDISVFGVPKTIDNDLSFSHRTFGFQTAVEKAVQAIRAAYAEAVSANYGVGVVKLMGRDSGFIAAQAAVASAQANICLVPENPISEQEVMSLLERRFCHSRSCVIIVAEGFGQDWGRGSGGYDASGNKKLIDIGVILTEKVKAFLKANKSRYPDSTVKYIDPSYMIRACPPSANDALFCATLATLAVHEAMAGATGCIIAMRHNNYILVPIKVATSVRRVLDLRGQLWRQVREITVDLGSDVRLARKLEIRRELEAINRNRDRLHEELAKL
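Compounds were pin-transferred as a titration series up to 57 uM into substrate buffer (0.5 mM F6P, 0.1 mM ATP, pH 8.0), then 1.25 nM PFK was added and reactions ran 45 min before ADP-Glo detection.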
FBPA coupling cs – inhibits coupling enzyme system, counter-screen for aldolase hits. coupling enzyme system counterscreen, AmpLite Red fluorescence. activity change, negative = inhibition, % at 58.2 µM, hits read low. 0.67% of 290,000 active. AID 2472; in the data active = activity change below about -30%; also: % is scaled to controls: 0 for no effect and ±100 for the full control effect
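Counterscreen of the coupled detection system alone, without aldolase: glyceraldehyde-3-phosphate coupling enzymes plus AmpLite Red readout. Compounds at 57.5 uM final, 10 min RT preincubation, 20 min RT reaction, fluorescence 525/598 nm.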
An asterisk follows results filed as active; ? = inconclusive; . = no result given; & = joins results of further samples; [ ] = remark or other dose. Unless noted, calls follow the shape of the dose curve; as a rule, active = well fitted curve in the direction sought with a large enough effect; inconclusive = small, poorly fitted or top-dose-only effect, or another doubt; inactive = no such curve, though single readings can be large; an effect the other way counts as inactive or inconclusive.

smiles | FBPA coupling cs | Giardia kill | A-T KAP1 phos | TSHR antag | BCR signal inh | TCR activator | GALK inhibitor | MLL CXXC-DNA inh | Tb PFK block | KCNH2 WT inh
O=C(c1cccc([N+](=O)[O-])c1)N1CCN(C/C=C/c2ccccc2)CC1 | 1 | 4 | -1% | 9 | 1% | 7% | -1% | -2% | 2% | 35
CCCn1c(=O)c2ccccc2n2c(SCC(=O)c3ccc(CC)cc3)nnc12 | 2 | 2 | 2% | -3 | 0% | 5% | -2% | 0% | 4% | -1
COc1cc(CN2CCNC(=O)C2CC(=O)N(C)CCCN2CCOCC2)cc(OC)c1 (configuration not stated) | 0 | -9 | -2% | -4 | 11% | -11% | 0% | -6% | 2% | -6
CC(C)(C)CC(=O)Nc1ccc(Nc2ccccc2)cc1 | 1 | 3 | -2% | -2 | 9% | 5% | 0% | 1% | 0% | -1
Cc1nc2ccc(N)cc2c(=O)n1Cc1ccc(Cl)cc1 | 0 | 5 | 4% | 6 | -14% | -25% | 1% | -3% | -2% | 14
CC(C)(C)c1ccc(-n2ncc3c2CCCC3NC(=O)CN2CCOC2=O)cc1 (configuration not stated) | . | -2 | 18% | -31 | -6% | -6% | -2% | -2% | 1% | 1
COc1cc(S(=O)(=O)N2CCCCCC2)ccc1-n1cnnn1 | 0 | 12 | 3% | 1 | ? | . | 0% | -14% | -4% | -13
CC(C)(C)[C@@H]1C=C(C(=O)O)[C@H](c2ccc(Cl)cc2)N1S(=O)(=O)c1ccccc1 | . | -3 | -3% | 1 | 0% | 3% | . | . | 6% | 2
O=C1c2ccccc2C(Nc2ccc(S(=O)(=O)N3CCOCC3)cc2)N1c1cccnc1 (configuration not stated) | 0 | -14 | 9% | 2 | -28% | -1% | 2% | 2% | 3% | 3
Cc1ccc(C(=O)C(C)OC(=O)C2CCN(c3ccc(C(F)(F)F)cn3)CC2)cc1 (configuration not stated) | . | -4 | 1% | -23 | 8% | 3% | . | . | -8% | 16
Cc1cc(Sc2nc(N(C)C)nc(N(C)C)n2)nc(Cl)n1 | 2 | -13 | 2% | 16 | ? | 0% | 1% | 28% | -1% | 4
CC(=O)/C(N=Nc1ccc2c(c1)OCCO2)=C(\C)O | 2 | ? | -6% | -9 | ? | 9% | -1% | -3% | -3% | .

smiles | FBPA coupling cs | Giardia kill | A-T KAP1 phos | TSHR antag | BCR signal inh | TCR activator | GALK inhibitor | MLL CXXC-DNA inh | Tb PFK block | KCNH2 WT inh
O=C(c1ccco1)N1CCN(C(=O)c2ccccc2OCc2ccccc2)CC1 | . | 6 | 7% | -7 | -8% | -4% | . | . | 2% | 5
CSc1cccc(NC(=O)CN(Cc2ccc(Cl)cc2)S(C)(=O)=O)c1 | 3 | -2 | -2% | -6 | 7% | 0% | -1% | -1% | 0% | -10
CCN1CCN(c2nc3ccccc3n3cnnc23)CC1 | 0 | 24 | 21% | -2 | 7% | 11% | -2% | -1% | -4% | -4
O=C(COc1ccc(Br)cc1)Nc1ccc(NC(=O)c2ccccc2)cc1 | -2 | 0 | 1% | 35 | -1% | -2% | 6% | 2% | -1% | -2
O=C(O)CCC(=O)Nc1nc2ccc([N+](=O)[O-])cc2s1 | 4 | 10 | 8% | 8 | ? | 2% | -3% | 1% | 5% | 1
COc1ccc(C2NC(=S)NC3=C2CCc2ccccc23)cc1OC (configuration not stated) | 0 | 4 | -3% | 2 | -1% | 2%[46.1 µM] | 0% | 16% | -1% | -1
CCOC(=O)CC1C(=O)NCCN1S(=O)(=O)c1cc(Cl)c(Cl)cc1Cl (configuration not stated) | 3 | -15 | -5% | 16 | ? | 5% | -3% | -6% | 5% | 6
Cc1ccc(C)c(NC(=O)C2CC(Cl)=CCC2C(=O)O)c1 (configuration not stated) | 9 | -3 | 8% | 0 | 5% | 0% | 0% | 0% | 0% | 20
CN(CC(=O)Nc1ccc(Cl)c(C(F)(F)F)c1)C(=O)Cc1cccs1 | . | -18 | 4% | -7 | -6% | 1% | 7% | -4% | -13% | -1
COc1ccccc1NC(=O)COC(=O)c1ccccc1OCC(=O)Nc1ccc(SC(F)F)cc1 | 0 | 8 | 5% | 8 | 2% | 4% | . | 17% | 0% | 4
O=C(Nc1ccccc1N1CCN(C(=O)c2ccccc2)CC1)c1cc2ccccc2o1 | -1 | -5 | 2% | -5 | -13% | -5% | -2% | 15% | -2% | 5
CC(C)CCOc1ccc(C(=O)NCC(c2ccco2)N(C)C)cc1 (configuration not stated) | 0 | -9 | 1% | -15 | -10% | 1% | -2% | 2% | 1% | 1

smiles | FBPA coupling cs | Giardia kill | A-T KAP1 phos | TSHR antag | BCR signal inh | TCR activator | GALK inhibitor | MLL CXXC-DNA inh | Tb PFK block | KCNH2 WT inh
CN(C)c1ccc(CN(C(=O)c2ccccc2Br)C2CCS(=O)(=O)C2)cc1 (configuration not stated) | . | 4 | -10% | 7 | ? | 2% | 4% | -2% | 0% | 4
CCOC(=O)[C@H]1[C@H]2COc3cc(OC)ccc3[C@@H]2N2C(=O)CN(CC3CCCO3)C(=O)[C@@]12C (some centres not stated) | . | -7 | 0% | 15 | 1% | -6% | . | . | 0% | -20
Cn1c(=O)oc2cc(S(=O)(=O)N3CCC(C(=O)N4CCN(c5ccc(F)cc5)CC4)CC3)ccc21 | 0 | 6 | 7% | 4 | ? | -6% | 9% | -2% | -15% | 7
CCOC(=O)C1CCCN(S(=O)(=O)c2ccc3c(c2)C(C)(C)C(=O)N3C)C1 (configuration not stated) | 0 | 5 | 5% | 5 | 1% | -2% | . | -4% | 1% | 2
CCOC(=O)c1ccc(NC(=O)CSc2ncccn2)cc1 | 1 | 12 | -5% | -1 | ? | 3% | -2% | -7% | 2% | 14
COCCN=C1N[C@@H](c2ccccc2)C(C(=O)OC)=C(C)N1Cc1ccccc1 | 0&-2 | 6 | 10%&7% | 2&-4 | -17%&-8% | -2% | . | -9%&5% | 4%&-3% | 1
C(=N\Nc1nc(Nc2ccccc2)nc(N2CCOCC2)n1)/c1c[nH]c2ccccc12 | -6 | 20 | -3% | -9 | ? | 3% | 3% | 20% | -2% | 1
CCCN(CC(=O)Nc1ccccc1OC)C(=O)CCC(=O)c1ccc(F)cc1 | . | 6 | -4% | -2 | 4% | 2% | . | . | -1% | -4
NC(=O)NNC(=S)Nc1cccc2ccccc12 | -3 | -1 | 0% | -14 | 5% | . | 1% | 2% | 3% | -14
O=C(NCCS(=O)(=O)NCCc1ccccc1)c1ccccc1 | . | 8 | -1% | -5 | 3% | 1% | . | . | 6% | 1
O=C(NC1CC1)C(=O)c1c[nH]c2ccccc12 | -3 | 4 | 5% | 4 | ? | 5% | 5% | -22% | -8% | 4
CCc1ccc2c(COn3nnc4ccc(S(=O)(=O)N(C)C)cc43)cc(=O)oc2c1 | 1 | -3 | 6% | -11 | ? | -2% | -4% | 62%[activator] | 3% | 15

smiles | FBPA coupling cs | Giardia kill | A-T KAP1 phos | TSHR antag | BCR signal inh | TCR activator | GALK inhibitor | MLL CXXC-DNA inh | Tb PFK block | KCNH2 WT inh
CCCOc1ccc(-c2nnn(CC(=O)c3ccc4c(c3)OCCO4)n2)cc1 | -2 | -10 | -2% | -28 | 1% | . | 0% | -3% | 1% | 0
O=C(CN1CCN(S(=O)(=O)c2ccc(Br)cc2)CC1)N/N=C/c1cc([N+](=O)[O-])ccc1Cl | 3 | 19 | 3% | -2 | ? | 3%[46.1 µM] | 1% | 5% | -1% | 22
COc1ccccc1P(=O)(c1ccccc1)c1ccc([N+](=O)[O-])cc1 (configuration not stated) | 0 | 2 | -2% | -7 | -3% | 1% | -3% | 12% | 0% | -9
O=C(CSc1nnc2ccccn12)NCc1ccc2c(c1)OCO2 | 2 | 8 | -3% | 17 | 6% | 4% | 1% | 6% | -3% | .
COc1ccc2nc(NC(=O)c3ccco3)sc2c1 | -1 | ? | 29% | -9 | ? | 3% | . | 18% | 1% | -5
Cc1ccc(OCC(=O)NCCN2CCCC2)cc1 | 2 | 8 | 4% | 16 | 6% | -5% | -3% | ? | 0% | 24
O=C(O)c1ccccc1/C=N/N1CCN(C2c3ccccc3-c3ccccc32)CC1 | 14 | 6 | 1% | -2 | 0% | 4% | 9% | -8% | -8% | -8
CC(=O)N1c2ccccc2C(C)(C)C2CCC(C)CC21 (configuration not stated) | 3 | -6 | 5% | 6 | 15% | -6%[46.1 µM] | 0% | -4% | 4% | 2
CN(C)c1ccc(/C=N/NC(=O)C(O)(c2ccccc2)c2ccccc2)o1 | -9 | -6 | -3% | 2 | -15% | 2% | 1% | 0% | -6% | -17
